DUSP3 inh: VHR1 phosphatase inhibitors, primary screen, biochemical, absorbance, uHTS; Dual specificity protein phosphatase 3 (Homo sapiens), P51452; recombinant VHR phosphatase, pNPP absorbance; inhibition, % at 13.3 µM; actives 0.52% (n = 290,000); in the data active = inhibition above about 50%; note: some compounds called inactive have numbers as strong as hits
Target sequence (P51452 whole entry, looked up): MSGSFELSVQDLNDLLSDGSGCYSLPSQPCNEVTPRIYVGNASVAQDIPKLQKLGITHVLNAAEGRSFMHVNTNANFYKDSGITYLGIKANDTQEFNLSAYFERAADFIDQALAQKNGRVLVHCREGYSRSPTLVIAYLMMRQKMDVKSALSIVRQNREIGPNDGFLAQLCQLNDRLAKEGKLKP
BioA inh: M. tuberculosis BioA enzyme inhibitors, primary screen, biochemical, plate reader, single point, HTS. 7,8-diaminopelargonic acid synthase BioA (Mycobacterium tuberculosis). purified M. tuberculosis BioA enzyme. inhibition, % at 9.99 µM. actives 0.096% (n = 360,000). AID 602481, 2012; in the data active = inhibition above about 40%; inconclusive = no clear call, values can overlap the other calls
GDH-TPI counter: GDH-TPI coupling enzyme inhibitors, primary screen, artefact control for M. tuberculosis FBA inhibitor project, biochemical, absorbance, full deck; GDH-TPI coupled enzyme counterscreen, NADH absorbance; inhibition, % at 4.8 µM; actives 1.2% (n = 360,000); AID 588335, 2011;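 note: 0% = DMSO wells and 100% = wells lacking the enzyme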
CCHFV vOTU inh: CCHFV vOTU protease inhibitors, primary screen, biochemical, Pep-AMC substrate, fluorescence | Crimean-Congo hemorrhagic fever virus L polyprotein viral ovarian tumor (vOTU) protease … | inhibition, % at 11.5 µM | actives 0.55% (n = 370,000) | AID 651958, 2012; note: 0% = vehicle wells with enzyme and 100% = no enzyme wells
Rv3671c inh: Rv3671c serine protease inhibitors, primary screen, biochemical, fluorescence polarization, M. tuberculosis H37Rv. P9WHR9. inhibition, % at 5.96 µM. actives 0.048% (n = 320,000). AID 2606, 2010; in the data active = inhibition above about 38%;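 note: extracellular domain of Rv3671c used as enzyme; 0% = enzyme with DMSO and 100% = no enzyme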
Target sequence (P9WHR9 whole entry, looked up, the tested form may be a part): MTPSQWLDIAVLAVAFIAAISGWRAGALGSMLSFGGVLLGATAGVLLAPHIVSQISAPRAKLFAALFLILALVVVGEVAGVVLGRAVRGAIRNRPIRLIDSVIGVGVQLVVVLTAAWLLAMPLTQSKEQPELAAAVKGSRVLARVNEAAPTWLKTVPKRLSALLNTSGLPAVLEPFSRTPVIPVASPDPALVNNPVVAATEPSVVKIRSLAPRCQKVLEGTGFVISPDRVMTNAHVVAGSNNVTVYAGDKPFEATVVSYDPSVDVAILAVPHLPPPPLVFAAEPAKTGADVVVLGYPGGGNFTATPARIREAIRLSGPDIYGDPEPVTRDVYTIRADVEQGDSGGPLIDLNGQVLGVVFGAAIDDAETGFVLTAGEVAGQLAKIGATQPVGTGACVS
BoNT-F LC inh: BoNT/F light chain protease inhibitors, primary screen, biochemical, flow cytometry, MLPCN library; actives 0.22% (n = 360,000); Multiplex microsphere protease cleavage assay; inhibition, % at 10 µM; in the data active = inhibition above about 35%, passing the limit was not always enough; inconclusive = no clear call, values can overlap the other calls; note: plate controls were buffer without enzyme for full effect and enzyme alone for no effect
FadD28 binding: inhibitors of FadD28 bisubstrate probe binding, primary screen, biochemical, fluorescence polarization, single point. inhibition, % at 12.5 µM. AID 588549, 2011. Mycobacterium tuberculosis FadD28 fatty-acid-AMP ligase. actives 0.22% (n = 360,000); in the data active = inhibition above about 8.5%, passing the limit was not always enough; inconclusive = no clear call, values can overlap the other calls
Mtb UGM inh: M. tuberculosis UGM enzyme inhibitors, primary screen, biochemical, fluorescence polarization, single point; UDP-galactopyranose mutase (Mycobacterium tuberculosis (strain ATCC 25618 / H37Rv)), …; AID 504406, 2011; inhibition, % at 10 µM; purified UGM, fluorescence polarization probe displacement; actives 0.06% (n = 320,000); in the data active = inhibition above about 10%, passing the limit was not always enough; inconclusive = no clear call, values can overlap the other calls
FBA Mtb inh: Mtb FBA enzyme inhibitors, primary screen, biochemical, fluorescence, strain H37Rv; Fructose-bisphosphate aldolase (Mycobacterium tuberculosis (strain ATCC 25618 / H37Rv)), …; purified M. tuberculosis FBA, fluorescence read-out; inhibition, % at 1 µM; actives 2.3% (n = 360,000); AID 588726, 2011; in the data active = inhibition above about 27%;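 note: 0% = vehicle and 100% = reference inhibitor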
Target sequence (P9WQA3 whole entry, looked up): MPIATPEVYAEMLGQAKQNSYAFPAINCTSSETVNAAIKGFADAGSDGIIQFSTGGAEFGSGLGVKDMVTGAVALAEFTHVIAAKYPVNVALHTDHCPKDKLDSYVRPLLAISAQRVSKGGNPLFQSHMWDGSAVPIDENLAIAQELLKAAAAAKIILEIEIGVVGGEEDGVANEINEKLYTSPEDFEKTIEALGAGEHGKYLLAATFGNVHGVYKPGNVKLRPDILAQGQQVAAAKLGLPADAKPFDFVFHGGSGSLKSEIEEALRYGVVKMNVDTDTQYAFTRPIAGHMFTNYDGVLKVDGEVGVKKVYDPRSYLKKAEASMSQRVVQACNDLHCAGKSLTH
MazF activator: activators of E. coli MazEF toxin-antitoxin RNase, primary screen, biochemical, fluorescence, uHTS | Endoribonuclease toxin MazF (Escherichia coli (strain K12)), P0AE70 | FAM/BHQ RNA-DNA oligo cleavage fluorescence, 5 h | activation, % at 20 µM | actives 0.32% (n = 350,000) | AID 504720, 2011; in the data active = activation above about 50%
Target sequence (P0AE70 whole entry, looked up): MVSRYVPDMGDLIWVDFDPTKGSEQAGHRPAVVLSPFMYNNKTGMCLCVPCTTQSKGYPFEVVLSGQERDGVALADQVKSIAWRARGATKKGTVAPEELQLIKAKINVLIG
* marks the source's active call; other numbers are inactive results; ? = inconclusive; nt = no result given; + = active, no number; & = joins results of further samples. Cut-off read from the data, not from the text of the source, unless noted: active = inhibition above about 30%; inactive = the rest.

Start of the listing, in advance, 3 compounds:
SMILES	DUSP3 inh	BioA inh	GDH-TPI counter	CCHFV vOTU inh	Rv3671c inh	BoNT-F LC inh	FadD28 binding	Mtb UGM inh	FBA Mtb inh	MazF activator
Cc1cc(C)c(S(=O)(=O)N2CCN(S(=O)(=O)N3CCOCC3)CC2)c(C)c1	16	-1.3	-1	4	-9	14	1.0	-2.5	2	1
Cc1ccc(OCCCCN2CCCCC2)c(Br)c1	-7	-0.1	8	5	5	-15	-2.8	-1.1	0	7
Cc1nc2ccccc2c2nc3ccccc3n12	21	0.8	13	20	-5	2	-3.1	-1.5	9	4

Results, from the first entry:
SMILES	DUSP3 inh	BioA inh	GDH-TPI counter	CCHFV vOTU inh	Rv3671c inh	BoNT-F LC inh	FadD28 binding	Mtb UGM inh	FBA Mtb inh	MazF activator
Cc1cc(C)c(S(=O)(=O)N2CCN(S(=O)(=O)N3CCOCC3)CC2)c(C)c1	16	-1.3	-1	4	-9	14	1.0	-2.5	2	1
Cc1ccc(OCCCCN2CCCCC2)c(Br)c1	-7	-0.1	8	5	5	-15	-2.8	-1.1	0	7
Cc1nc2ccccc2c2nc3ccccc3n12	21	0.8	13	20	-5	2	-3.1	-1.5	9	4
O=C(Nc1ccc(F)cc1)N1CCN(C/C=C/c2ccccc2)CC1	11	7.7	10	-2	3	10	0.6	0.8	1	1
CCSc1nnc2ccc(-c3cccs3)nn12	19	-0.8	14	-4	3	14	-2.0	-0.9	5	3
COC(=O)C1CCN(C(=O)c2sc3nc(-c4ccccc4)cn3c2C)CC1	29	29	1	4	-2	8	-2.7	0.9	1	-4
Cc1cc(C(=O)OCC(=O)N2CCCC2)c2ccccc2n1	27	-0.7	10	-14	-2	-20	-0.6	2.3	4	6
CCc1ccccc1NC1=NCC(=O)N1C1CCCC1	53*	nt	-7	8	-12	0	-3.1	-0.8	-2	-12
COc1ccc2c(c1)CO[C@@]21O[C@H](CCO)C[C@H](O)[C@H]1O	nt	-0.5	nt	-6	nt	1	-0.5	nt	0	nt
CN1CCC(OC(=O)COc2ccc(C(C)(C)C)cc2)CC1	-5	0.7	6	-11	5	0	-0.8	1.0	1	-1
O=C(CNc1ccc(F)cc1F)NC(=O)NCc1ccco1	11	-0.5	1	3	-7	3	-1.4	-0.4	0	7
CCOc1ccccc1NC(=S)N1CCN(c2ccccc2F)CC1	17	2.0	-3	10	nt	?	-3.3	4.2	1	12
COc1ccc(C2C3=C(CCCC3=O)Nc3nc(-c4cc(OC)c(OC)c(OC)c4)nn32)cc1OC (stereo not given)	-4	1.9	-2	6	0	9	-2.8	-1.7	6	8
O=C(c1sc2cc(F)ccc2c1Cl)N1CCN(c2ccccc2)CC1	4	nt	6	10	-7	3	-1.4	2.7	3	-3
COc1ccc(N(Cc2cc3cccc(C)c3[nH]c2=O)S(C)(=O)=O)cc1	18	nt	11	nt	10	-5	-4.0	-2.4	-5	0
Cc1[nH][nH]c(=O)c1C(c1ccc(F)cc1)c1c(C)[nH][nH]c1=O	24	0.2	-4	-7	-7	-21	-2.8	0.7	3	8
Cc1ccccc1/C=C/C(=O)c1ccc([N+](=O)[O-])o1	nt	nt	nt	-3	2	nt	nt	-4.9	nt	4
CCOc1ccc(N2CC(C(=O)Nc3cc(S(=O)(=O)N4CCCCC4)ccc3C)CC2=O)cc1 (stereo not given)	nt	-1.6	4	-7	-3	-8	nt	-1.7	5	7
CNS(=O)(=O)c1ccc(C(=O)NCC(=O)NCCC(c2ccccc2)c2ccccc2)cc1	nt	-1.3	-2	1	-2	?	-1.5	1.6	6	5
CC(=O)OC1CCC2C3CCC4=CC(=O)CCC4(C)C3CCC2(C)[C@]1(C)O (stereo not given in full)	nt	-1.7	-5	-7	1	-6	-4.6	-1.8	-1	5
CCOc1nc2cnccc2n(CC(=O)Nc2ccccc2C(=O)OC)c1=O	18	-0.8	-7	18	0	0	-3.7	-1.2	2	11
CC1Cc2ccccc2N1CC(=O)Nc1ccc(N2CCOCC2)cc1 (stereo not given)	1	-1.0	5	4	4	-18	-2.6	-2.4	2	8
COc1ccc(-c2coc3c(C(=O)NC(C)C)cccc23)c(C)c1	nt	0.3	5	12	nt	-5	-13	nt	-2	nt
CCC(C(=O)OC)n1cnc2c(nnn2-c2cccc(Cl)c2)c1=O (stereo not given)	5	-0.7	6	-1	-3	-5	0.8	-0.3	-1	11
O=C(Nc1nc(-c2ccco2)c(-c2ccco2)s1)C1CCC1	-1	-0.5	16	3	10	0	0.6	-1.7	2	6
CN(C)c1cccc(C(=O)OCC(=O)NCc2ccco2)c1	20	-1.1	5	5	11	-17	-1.1	-1.3	3	-8
CCc1cccc(NC(=S)N2CCC(c3ccccc3)C2)c1 (stereo not given)	12	nt	-1	1	-4	-3	-4.6	-1.1	-2	3
Cn1ccc2c(N3CCCCC3)cc3c(c21)C1CCC3O1 (stereo not given)	nt	0.6	nt	2	nt	-10	-3.9	nt	-4	nt
Cc1noc(C)c1C(=O)N1CCCC(C(=O)c2ccc(Cl)cc2)C1 (stereo not given)	9	nt	0	4	-4	7	-1.5	-0.7	-1	-15
COC(=O)CCC(=O)Nc1ccc(S(=O)(=O)Nc2cc(OC)nc(OC)n2)cc1	40	0.4	-4	-12	-7	-3	-1.4	1.0	-2	-3
Cc1cc(-c2nc(C)c(C(=O)NNS(=O)(=O)c3ccccc3)s2)no1	27	-0.6	7	-10	-2	nt	1.7	-3.0	7	0
COC(=O)c1ccc(CN(c2ccc(OC)cc2)S(=O)(=O)c2ccccc2)cc1	nt	nt	4	-7	-10	nt	-1.4	1.4	-1	-4
Cc1cc(NC(=O)CSc2nnc(-c3c[nH]c4ccccc34)n2-c2ccc(F)cc2)no1	21	-1.5	9	-3	7	11	-1.3	-4.3	0	-14
O=C(Nc1cc(Cl)ccc1-n1cncn1)c1cccs1	nt	-1.3	1	-17	-1	-1	0.7	0.5	-4	-2
O=C(COc1ccc(S(=O)(=O)N2CCOCC2)cc1Cl)NCCN1CCOCC1	21	-0.4	-1	19	-1	14	-1.1	-1.0	0	11
CC(Nc1nc(-c2cccc(Br)c2)cs1)c1nc2cc(Cl)c(N3CCCCC3)cc2n1CCOCCO (stereo not given)	20	-3.3	14	19	3	-10	-1.2	-0.4	5	0
CCn1ccnc1CN(C)C(=O)c1ccc(OC2CCN(CCc3ccccc3)CC2)cc1	15	6.9	15	1	-8	-2	-0.5	2.6	0	-23
OC(CNCCC(c1ccccc1)c1ccccc1)COc1ccccc1 (stereo not given)	42	nt	1	9	8	-12	-2.7	-1.4	-2	-8
CCOC(=O)C1CCN(Cc2ccc(OC)c(OCc3ccccc3)c2)CC1	9	1.5	11	5	4	nt	-1.5	0.5	3	-1
COc1cc(OC)cc(C(=O)NC2CCSc3ccccc32)c1 (stereo not given)	0	1.2	-2	4	-6	-4	-4.2	1.4	1	-1
O=C(CSC1=NS(=O)(=O)c2cc(F)ccc2N1)Nc1cccc(F)c1	nt	4.6	1	17	-7	0	2.5	0.5	4	-1
O=C(Nc1cc(C(F)(F)F)ccc1N1CCOCC1)c1ccncc1	nt	-1.4	-4	4	-5	-14	-1.6	-3.3	-2	7
CCc1nc2c(OCc3ccc(C(F)(F)F)cc3)cccn2c1N(C)C(=O)C1CC1	nt	5.6	-6	7	nt	-1	-7.1	nt	1	nt
O=C(NCc1ccco1)Nc1ccccc1Cl	6	-0.5	10	-14	2	-1	-1.2	0.8	3	-7
COc1ccc(NC(C)=O)c2nc(C)c(C)nc12	7	-2.3	5	7	-2	-5	-1.0	-0.9	1	-7
O=[N+]([O-])c1cccc(-c2cn3ccccc3n2)c1	20	0.3	6	6	2	-2	-1.0	0.2	-1	4
CC1=C(C(=O)OC(C)C)C(c2ccccc2)NC(=O)N1C (stereo not given)	72	-0.8	10	-12	-2	21	-1.6	-2.9	-1	4
CCCn1c(SCC(=O)N2c3ccccc3Sc3ccccc32)nc2ccccc21	8	nt	-4	13	-5	-7	-4.4	-2.2	-10	0
Cc1cc(C)cc(NC(=O)CCN2CCCC2)c1	-9	-0.4	-4	-3	1	-2	-1.5	-0.5	1	-3
C[C@@H]1CN([C@H](C)CO)C(=O)CCCn2cc(nn2)CO[C@H]1CN(C)C(=O)c1cc(-c2ccccc2)on1	nt	0.1&-2.1	3	7	nt	-1	0.2	nt	0	4
(list continues)
SMILES	DUSP3 inh	BioA inh	GDH-TPI counter	CCHFV vOTU inh	Rv3671c inh	BoNT-F LC inh	FadD28 binding	Mtb UGM inh	FBA Mtb inh	MazF activator
COc1ccccc1N1C(=O)C2C(c3ccccc3F)NN(C(=O)c3ccc(C)cc3)C2C1=O (stereo not given)	4	1.0	8	-6	-8	-5	-0.6	1.0	6	-10
O=C(Nc1ccc(C(=O)N2CCOCC2)cc1)c1cc(-c2cccnc2)nc2ccc(Cl)cc12	26	-1.0	9	-9	-4	0	-2.8	-3.5	3	3
CCCC(=O)NC(=S)Nc1cccc(NC(=O)c2ccccc2Cl)c1	4	0.9	-10	-1	6	-2	-2.9	-0.4	0	4
COc1cc(OC)cc(C(=O)NCC(=O)OCC(=O)NC(C)(C)C)c1	-11	0.8	3	-7	-1	4	-3.2	-0.4	2	4
COc1ccccc1NS(=O)(=O)c1cccc(NC(=O)c2sc3ccccc3c2Cl)c1	-11	-1.4	9	-3	-35	0	1.8	-1.1	-4	-1
NCCCCCc1nnc(SCc2cccc(Cl)c2)o1	24	5.0	4	-6	-4	-5	-1.9	0.3	-1	5
CC1CCCCN1CCCNc1ccc(C(CC(N)=O)NC(=O)Cc2cccc3ccccc23)cc1[N+](=O)[O-] (stereo not given)	24	1.0	-4	13	-5	-14	-6.9	0.3	-2	6
COc1ccc(CNc2oc(-c3cccc4ccccc34)nc2P(=O)(OC)OC)cc1	-8	-0.9	7	-190	-1	-7	-2.5	-1.5	+	-6
O=C(CCSCCC(=O)Nc1ccccc1F)Nc1ccccc1F	-7	nt	9	-14	-7	-1	-0.8	0.7	0	16
Cc1cc(O)c(C(=O)Cc2csc(C)n2)c(O)c1	-3	-0.5	-12	-3	7	0	-5.5	3.9	-1	2
CC(=O)c1cccc(NC(=O)c2ccc(CN3CCc4ccccc4C3)cc2)c1	-58	0.9	14	-1	-11	7	-2.2	0.8	-4	-28
COCCn1cc(C(=O)NCCCN2CCC(C)CC2)c2c3ccccc3n(C)c2c1=O	9	-0.8	12	-8	5	0	-1.1	0.1	28*	3
CC(=O)N1N=C(c2ccc(NS(=O)(=O)c3ccccc3)cc2)CC1c1ccco1 (stereo not given)	nt	1.9	30	-6	-1	2	-4.3	3.4	26	8
Cc1cc(C)nc(Nc2n[nH]c(C)n2)n1	8	nt	-4	11	4	-1	-3.6	-1.0	2	4
Cc1nc(C)c(-c2ccc(SCc3ccc(Cl)cc3)nn2)s1	17	-0.4	3	-1	-17	0	-7.4	1.6	-9	-11
COc1cccc(CN(C)C(=O)CSCC(=O)Nc2cc(C)on2)c1OC	nt	nt	3	-8	-6	3	-0.7	3.5	-1	1
O=C1[C@H]2[C@H](C=CC[C@H]2C(=O)N2CCN(c3ccccc3)CC2)CCN1Cc1ccccc1	nt	0.8	4	19	0	-6	-2.6	-0.5	-2	7

From PubChem
